Source: PubChem BioAssay
Pin1 inhibitor = human Pin1 inhibition | 390,000 compounds, 0.009% hits | Pin1 FP peptide displacement, HiFluor488, 10 min | Potency, µM (highest dose often 115 µM), without a hit: top-dose activity, negative = inhibition, actives largely listed as inhibitors | AID 504891 | Q13526; active = well fitted inhibition curve with a large enough effect in the polarisation, with a control signal flat, not every such curve was filed as active; inconclusive = small, poorly fitted or top-dose-only effect, or effect the other way, or a change in a side signal; inactive = no such curve, though single readings can be large or run the other way; the % refers to the polarisation; also: % is scaled to controls: 0 for no effect and ±100 for the full control effect
Target sequence (Q13526 whole entry, looked up): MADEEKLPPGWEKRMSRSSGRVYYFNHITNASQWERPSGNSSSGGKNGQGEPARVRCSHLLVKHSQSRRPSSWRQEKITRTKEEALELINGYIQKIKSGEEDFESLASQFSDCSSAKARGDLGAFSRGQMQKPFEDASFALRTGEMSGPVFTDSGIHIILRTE
GLS inhibitor = inhibitors of human glutaminase (GLS); O94925; GLS enzymatic activity, qHTS titration; Potency, µM (top dose mostly 45.5 µM), for the others: at the top dose activity change, negative = inhibition, actives largely listed as inhibitors; 410,000 compounds, 0.21% hits; also: % is scaled to controls: 0 for no effect and ±100 for the full control effect
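Two-point fluorescence kinetic (t0, 30 min RT) for hKGA; glutamate detected via glutamate oxidase–HRP–Amplex Red. Substrate: 1 mM L-glutamine solution; buffer 45 mM KH2PO4, pH 8.2.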
JMJD2A Tudor inh = JMJD2A Tudor domain (human) inhibition; AID 504339; O75164; Potency, µM (highest dose often 114 µM), without a hit: top-dose activity change, negative = inhibition, hits mostly inhibitors; AlphaScreen JMJD2A-Tudor / H3K4me3 peptide binding; 390,000 compounds, 4.4% hits; also: % is scaled to controls: 0 for no effect and ±100 for the full control effect; nearly all actives have a fitted effect of over 50% in size
TrxR1 inh = inhibitors of rat thioredoxin reductase 1; recombinant rTrxR1, NADPH fluorescence consumption, selenite substrate; Potency, µM (top dose mostly 114 µM), without a hit: top-dose activity change, negative = inhibition, usual class: inhibitors; 390,000 compounds, 1% hits; also: % is scaled to controls: 0 for no effect and ±100 for the full control effect; nearly all actives have a fitted effect of over 65% in size
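Rat TrxR1 (90 nM in the dispensed reagent) was pre-reduced with 400 uM NADPH for 5 min at room temperature, then incubated with compound for 15 min. After 400 uM selenite was added, NADPH fluorescence (Ex 340/Em 450 nm) was followed for 8 min.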
HP1b chromo inh = blocks HP1-beta chromodomain binding to methylated histone tails. P83916. AlphaScreen HP1-beta / biotin-H3K9me3 peptide binding. Potency, µM (titrated, usually from 114 µM), for inactives: at the highest dose activity change, negative = inhibition, hits mostly inhibitors. 390,000 compounds, 0.56% hits. AID 540317; also: nearly all actives have a fitted effect of over 70% in size; inactives centre near 23
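Compound inhibition of the preformed complex between 50 nM HP1-beta and 50 nM biotinylated H3K9me3 peptide was read by AlphaScreen. Buffer was PBS pH 7.4 with 0.01% Tween-20. Incubations ran 30 min at room temperature, with 10 ug/mL donor/acceptor beads.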
ERG-DNA inh = ERG Ets/DNA interaction inhibition. Potency, µM (series often up to 76.9 µM), inactives show at the top dose FP activity, negative = inhibition, usual class: inhibitors. fluorescence polarization, His-ERG Ets domain / labelled DNA. P11308. 370,000 compounds, 0.028% hits. AID 624246; active = well fitted inhibition curve with a large enough effect in the polarisation, with a control signal flat; inconclusive = small, poorly fitted or top-dose-only effect, or effect the other way, or a change in a side signal; inactive = no such curve, though single readings can be large or run the other way; the % refers to the polarisation;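 also: polarization taken with two DNA probes labelled with fluorescein and Texas red; % of control where 0% means no effect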
Target sequence (P11308 whole entry, looked up, the tested form may be a part): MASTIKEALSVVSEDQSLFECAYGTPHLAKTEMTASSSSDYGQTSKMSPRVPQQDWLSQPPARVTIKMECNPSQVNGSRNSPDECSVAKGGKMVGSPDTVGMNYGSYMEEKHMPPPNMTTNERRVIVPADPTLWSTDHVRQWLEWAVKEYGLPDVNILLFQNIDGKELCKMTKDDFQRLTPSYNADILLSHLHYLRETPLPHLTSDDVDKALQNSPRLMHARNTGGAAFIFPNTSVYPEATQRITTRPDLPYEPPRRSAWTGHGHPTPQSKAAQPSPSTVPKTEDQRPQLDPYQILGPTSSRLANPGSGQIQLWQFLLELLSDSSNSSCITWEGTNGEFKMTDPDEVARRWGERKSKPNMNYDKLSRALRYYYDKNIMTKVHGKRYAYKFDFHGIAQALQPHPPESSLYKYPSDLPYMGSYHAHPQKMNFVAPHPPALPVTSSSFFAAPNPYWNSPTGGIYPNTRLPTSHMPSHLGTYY
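His-tagged ERG Ets domain (1 uM in the protein solution; 300mM KCl, 50mM Tris-HCl, 1mM EDTA, 1mM DTT, pH 7.5) received compound, then a probe mix of 5 nM fluorescein-DNA and 100nM Texas-615-DNA. Fluorescence polarization was read for both dyes.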
Tb PGK inh = inhibitors of T. brucei phosphoglycerate kinase. Potency, µM (doses to about 57.5 µM), inactives show at the top dose activity change, negative = inhibition, usual class: inhibitors. PGK/GAPDH coupled, Kinase-Glo luminescence, 60 min. P07378. 380,000 compounds, 0.043% hits; also: % is scaled to controls: 0 for no effect and ±100 for the full control effect; nearly all actives have a fitted effect of over 60% in size
Target sequence (P07378 whole entry, looked up): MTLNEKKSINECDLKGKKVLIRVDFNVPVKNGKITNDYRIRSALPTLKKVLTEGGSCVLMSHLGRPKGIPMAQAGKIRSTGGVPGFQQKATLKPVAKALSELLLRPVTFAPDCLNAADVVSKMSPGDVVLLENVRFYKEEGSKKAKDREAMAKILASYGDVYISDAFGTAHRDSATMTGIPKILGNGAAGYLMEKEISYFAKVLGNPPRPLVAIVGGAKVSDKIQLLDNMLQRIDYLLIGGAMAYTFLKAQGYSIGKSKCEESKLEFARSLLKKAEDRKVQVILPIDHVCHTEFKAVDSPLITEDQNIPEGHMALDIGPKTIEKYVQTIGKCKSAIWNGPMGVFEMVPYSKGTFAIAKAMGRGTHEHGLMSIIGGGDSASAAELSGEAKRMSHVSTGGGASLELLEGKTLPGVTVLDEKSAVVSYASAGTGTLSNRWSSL
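Luminescent ATP detection (Kinase-Glo Plus) follows a 60-minute room-temperature incubation, with wells lacking PGK as controls. Buffer: 100 mM TEA (pH 7.6), 5 mM MgCl2, 0.01% Tween-20. Coupling enzyme GAPDH (100 nM final) supplies unstable 1,3-BPG in-well.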
RGS4 inh = blocks human RGS4-accelerated GTP hydrolysis; P49798; Transcreener GDP fluorescence polarization, RGS4-accelerated GTP hydrolysis; Potency, µM (top dose mostly 114 µM), for the others: at the top dose activity change, negative = inhibition, most hits filed as inhibitors; 390,000 compounds, 0.039% hits; also: % is scaled to controls: 0 for no effect and ±100 for the full control effect; nearly all actives have a fitted effect of over 75% in size; some results filed as inactive show a strong effect at the top dose
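MLSMR compounds (23 nl, pin-transferred) preincubated 10 min at room temperature with a 500nM (2x) first reagent, then RGS4 at 900nM (2x) plus Transcreener GDP mix added; fluorescence polarization (620/688 nm) read before and after 90 min at 30 °C.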
ALOX12 inh = ALOX12 (human) lipoxygenase inhibition; P18054; purified 12hLO, xylenol orange hydroperoxide absorbance; Potency, µM (highest dose often 108 µM), for the others: top-dose activity change, negative = inhibition, hits mostly inhibitors; 580,000 compounds, 1.1% hits; AID 1671190; also: % is scaled to controls: 0 for no effect and ±100 for the full control effect
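Purified human 12hLO at 150 nM in 25 mM Hepes, 0.01% Triton X-100, pH 7.0, preincubated 15 min at room temperature with compound. Reaction started with 40 uM arachidonic acid, 30 min at room temperature. Hydroperoxide measured by Fe-xylenol orange, 573/405 nm absorbance ratio.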
* hit, by the source's call; i = inactive; ? = inconclusive; . = not tested or not shown; [ ] = dose if it differs, or a comment. Unless noted, calls follow the shape of the dose curve; as a rule, active = well fitted curve in the direction sought with a large enough effect; inconclusive = small, poorly fitted or top-dose-only effect, or another doubt; inactive = no such curve, though single readings can be large; an effect the other way counts as inactive or inconclusive. Potency is read from the fitted curve at half-maximal effect. These rows are one share of the data; count on the stated rates, not on these rows.

SMILES	Pin1 inhibitor	GLS inhibitor	JMJD2A Tudor inh	TrxR1 inh	HP1b chromo inh	ERG-DNA inh	Tb PGK inh	RGS4 inh	ALOX12 inh
CC(C)c1ccc(-c2noc(SCC(=O)N3CCCCC3C)n2)cc1 (centres undefined)	6%	1%	40%[activator]	1%[57.1 µM]	111%[activator]	-7%	-6%	4%	-11%
Cc1cc(C)c2c(CC(=O)Nc3ccccc3C(F)(F)F)coc2c1	5%	-1%	-20%	20%	23%	0%	-1%	7%	-7%
CS(=O)(=O)N(Cc1ccccc1)c1ccc(C(=O)Nc2ccc3c(c2)OCO3)cc1	?	5%	-16%	12%[57.1 µM]	8%	-4%	-5%	28%	8%
CCOC(=O)C(=CNc1cc(Cl)c(-c2ccco2)c(Cl)c1)C(=O)OCC	0%	1%	4%	18%	-9%	-10%	1%	4%	?
Cc1c(C)c2ccc(OCC(=O)N3CCN(c4ccc(F)cc4)CC3)c(C)c2oc1=O	-4%	10%	-13%	25%	30%	-6%	-14%	-15%	3%
CCn1c2ccccc2c2cc(NC(C)=O)ccc21	4%	9%	-28%	-4%[57.1 µM]	25%	3%	i	-5%	?
CSc1nnc(N2C(=O)C(O)=C(C(=O)c3ccco3)C2c2ccc(F)cc2)s1 (centres undefined)	.	5%	-3%	23%	39%[activator]	-10%	2%	24%	?
CCc1ccc(Sc2cc(C(=O)NCCCN3CCCC(C)C3)c3ccccc3n2)cc1 (centres undefined)	-5%	-5%	-35%	21%[57.1 µM]	3%	10%	1%	5%	?
CCN1C(=O)N[C@@H](c2cccc(C(F)(F)F)c2)C(C(=O)OC)=C1C	-9%	-4%	-11%	13%	35%	9%	-1%	-1%	-40%
O=C(C1CCN(S(=O)(=O)c2cccc3nonc23)CC1)N1CCN(c2ccccc2F)CC1	1%	14%	-16%	9%[57.1 µM]	8%	-2%	7%	24%	-24%
S=C1NCN(Cc2ccco2)CN1c1cccc2ccccc12	5%	4%	-24%	28%	22%	3%	i	19%	17%
C=CCn1c(NC(C)c2cc(Cl)ccc2O)nc2ccccc21 (centres undefined)	16%	4%	-30%	16%	34%	-1%	-2%	14%	-8%

Taken from the entries so far (three entries):
SMILES	Pin1 inhibitor	GLS inhibitor	JMJD2A Tudor inh	TrxR1 inh	HP1b chromo inh	ERG-DNA inh	Tb PGK inh	RGS4 inh	ALOX12 inh
CCN1C(=O)N[C@@H](c2cccc(C(F)(F)F)c2)C(C(=O)OC)=C1C	-9%	-4%	-11%	13%	35%	9%	-1%	-1%	-40%
O=C(C1CCN(S(=O)(=O)c2cccc3nonc23)CC1)N1CCN(c2ccccc2F)CC1	1%	14%	-16%	9%[57.1 µM]	8%	-2%	7%	24%	-24%
S=C1NCN(Cc2ccco2)CN1c1cccc2ccccc12	5%	4%	-24%	28%	22%	3%	i	19%	17%

Following part:
SMILES	Pin1 inhibitor	GLS inhibitor	JMJD2A Tudor inh	TrxR1 inh	HP1b chromo inh	ERG-DNA inh	Tb PGK inh	RGS4 inh	ALOX12 inh
CN(Cc1ccccc1Cl)C(=O)C1CCC(=O)N(CCc2cccc(F)c2)C1 (centres undefined)	-12%	6%	-24%	2%	16%	-9%	-3%	-5%	-4%
CN(C)c1nnnn1Cc1ccc(Cl)cc1Cl	0%	4%	-1%	25%	40%[activator]	-4%	1%	12%	-9%
CCOC(=O)/C(=N\Nc1ccccc1Cl)N1CCN(c2ccccc2OC)CC1	1%	19%	-15%	1%	31%	2%	-10%	14%	0%
CCCOc1c(OC)cc(Cl)cc1C1NC(=O)NC(C)=C1C(=O)NCc1ccccc1 (centres undefined)	1%	3%	-4%	21%	21%	-1%	-7%	-10%	1%
Clc1ccc(Nc2c3c(nc4ncnn24)CCC3)cc1	5%	-1%	12%	14%	62%[activator]	-1%	i	6%	196%[activator]
Cc1ccc(SC(C)C(=O)NCc2cccnc2)cc1 (centres undefined)	-9%	2%	-12%	19%	24%	7%	-2%	15%	46%[activator]
CCCCn1c(N)c(N(CC)C(=O)c2cc(C)cc(C)c2)c(=O)[nH]c1=O	-11%	0%	-15%	18%	-10%	13%	i	-29%	1%
COc1ccc(C(=O)N(C)Cc2ccc(C)o2)cc1OC1CCN(C(C)=O)CC1	-3%	3%	-15%	?	36%	-6%	-1%	4%	?
COc1ccccc1C(=O)N(Cc1ccco1)Cc1ccccc1F	-5%	-14%	-31%	5%	-3%	-2%	5%	-11%	-9%
Cc1cc(C)cc(-c2nc(-c3ccncc3)no2)c1	-3%	-4%	-14%	2%	45%[activator]	-1%	i	-13%	24%[57.4 µM]
CCCCN=C(C)C1=C(O)CSC1=O	-3%	19%	5%[57.1 µM]	3%[57.1 µM]	12%	1%	9%	13%[11.4 µM]	-19%
COc1ccc(/C=C/C(=O)NNc2cc(=O)n(C)c(=O)n2C)cc1OC	-1%	47%[activator]	-7%	4%	28%	-5%	0%	-1%	0%
Cc1ccc(C(=O)N2CCN(S(=O)(=O)c3ccc(Br)cc3)CC2)o1	0%	6%	-25%	2%[57.1 µM]	3%	-10%	-9%	-5%	?
O=C(Nc1cccc(Cl)c1Cl)c1cc(S(=O)(=O)N2CCCCC2)ccc1F	-13%	-3%	-11%	17%[57.1 µM]	11%	-21%	-6%	38%	-17%
CC(=O)c1c(C)n(CC(=O)NCc2ccco2)c2ccccc12	7%	6%	-8%	3%	38%	14%	3%	28%	0%
CCc1ccc(NC(=O)c2cc(S(=O)(=O)N3CCCC(C)C3)cn2C)cc1 (centres undefined)	2%	-4%	3%	4%[57.1 µM]	26%[57 µM]	-1%	-3%	-1%	-20%
CCn1nnc(NC(=O)c2ccco2)n1	9%	2%	7%	27%[57.1 µM]	22%	-5%	2%	18%	?
O=c1[nH]c(CSc2nnc(COc3ccccc3)n2-c2ccccc2)nc2ccccc12	10%	-3%	?	-10%	-18%	.	.	-25%	.
COc1ccccc1NC(=O)Nc1nc(CC(=O)Nc2ccccc2F)cs1	-2%	0%	-24%	2%	12%	-6%	-6%	-25%	1%
COc1ccc(N2CCN(C(=O)c3ccc(COc4ccc([N+](=O)[O-])cc4)o3)CC2)cc1	-6%	24%	?	?	?	-5%	0%	-14%	17%
O=C(COc1nsnc1N1CCOCC1)Nc1ccc(Br)cc1	-2%	3%	-35%	10%	-5%	-2%	6%	13%	-23%
O=C(NC(=S)Nc1cc(-c2nc3ccccc3[nH]2)ccc1Cl)c1ccc2c(c1)OCO2	-2%	-9%	-14%	8%	-19%	-15%	3%	-42%	?
COc1cc(C(=O)Nc2ccc3c(c2)C(=O)N(CCC(=O)O)C3=O)cc(OC)c1OC	-7%	-1%	-8%	3%[57.1 µM]	30%	16%	-8%	22%	?
C/C(CC(C)C)=N\NC(=O)Nc1ccccc1	4%	2%	-6%	-11%	24%	-20%	-7%	35%	-7%
COc1ccc(/C=N/n2cnnc2SCc2ccccc2)cc1	0%	2%	4%	19%[57.1 µM]	17%	8%	i	-28%	-5%
Brc1cccc(CNCc2cccs2)c1	-1%	15%	-1%	1%	45%[activator]	1%	6%	29%	-10%
Cc1ccc(S(=O)(=O)N2CCOCC2)cc1C(=O)OCC(=O)NCCc1ccc(F)cc1	-2%	-1%	-11%	1%	21%	-1%	7%	19%	19%
O=C(CSc1nc2ccccc2n1Cc1ccccc1)NCc1ccccc1	-8%	2%	1%	0%[57.1 µM]	7%	3%	-5%	-9%	-25%
Cc1onc(-c2ccccc2Cl)c1C(=O)N1CCN(c2cccc(Cl)c2)CC1	3%	-5%	-18%	21%	24%	-12%	i	3%	7%[57.4 µM]
O=C(CCCCl)NC(=S)Nc1ccc(CN2CCOCC2)cc1	0%	1%	4%	15%[57.1 µM]	37%	2%	i	-18%	0%
CC(C)(C)c1nnc(NC(=O)c2cccnc2Cl)s1	1%	0%	-10%	?	34%	5%	-8%	11%	-3%
N#Cc1ccsc1NC(=O)COC(=O)c1ccc2ccccc2c1	?	1%	-3%	-16%	21%	6%	-10%	-35%	7%
CC(O)(c1cccs1)C(C(=O)O)c1ccccc1 (centres undefined)	-1%	-4%	10%	-38%[57.1 µM]	68%[activator]	-5%	-4%	?	?
Cc1ccc2c(N)c(C)ccc2c1	-8%	1%	?	13%[57.1 µM]	?	-11%	-7%	-9%	?
O=C1Nc2cc(Cl)c(Cl)cc2N(O)N1c1ccccc1Cl	-1%	3%	-2%[57.1 µM]	18%[57.1 µM]	50%[activator]	-3%	3%	-30%	-13%
N/C(=N\OC(=O)c1ccc(Cl)cc1[N+](=O)[O-])c1cccnc1	1%	-2%	?	18%	-17%	-6%	-6%	9%	?
C=CCOC(=O)C1=C[C@H](c2ccc(Br)cc2)C[C@H](OCc2ccc(CO)cc2)O1	6%	12%	-19%	-1%	19%	0%	1%	8%	?
Cn1cc(-c2cc3n(n2)CCC(=O)N3CCCC(=O)NCc2ccc(Cl)cc2)c2ccccc21	-11%	-13%	-20%	2%[57.1 µM]	17%[57 µM]	0%	0%	6%	-23%
O=C1CN(C(=O)c2ccc(S(=O)(=O)N3CCCCC3)cc2)C(c2ccc(F)cc2)c2cc(F)ccc2N1 (centres undefined)	13%	-1%	-24%	30%	0%	5%	-3%	-18%	6%
COc1ccccc1CNC(=O)[C@H](C)NC(=O)C1CCN(C(=O)[C@@H](N)CCSC)CC1	1%	-2%	-16%	16%	55%[activator]	-2%	-2%	-26%	25%
COC(=O)c1ccccc1NC(=O)/C=C/c1ccco1	4%	5%	-34%	?	-16%	.	-4%	-7%	-19%
